Screening data deposited in PubChem BioAssay by National Center for Advancing Translational Sciences (NCATS).
A549 tox – A549 cytotoxicity, counter-screen for Nrf2 inhibitors; 390,000 compounds, 0.16% hits; Potency, µM (titrated, usually from 46 µM), for inactives: at the top dose activity change, negative = cytotoxicity, hits mostly inhibitors; A549 ARE-Fluc cells, CellTiter-Fluor viability, 18-24 h; AID 504648; note: potency is the fitted concentration of half-maximal effect; % is set by controls: 0 for no effect and ±100 for the full control effect
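A549 ARE_Fluc cells in 5% FBS OPTI-MEM were exposed to compounds in concentration-response for 18-24 h at 37 deg C. Viability was read by CellTiter-Fluor fluorescence (Ex 405/Em 525) after 30 min, before the luciferase read.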
CCT modulator – modulators of cytosolic chaperonin (CCT/TRiC) activity | purified chaperonin ATPase assay, HTRF ADP detection, 30 min | activity change, % (no concentration beside the values), hits read low | 360,000 compounds, 0.3% hits; in the data active = activity change below about -30%; note: % is set by controls: 0 for no effect and ±100 for the full control effect
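ATPase activity: ADP formed was measured by HTRF Transcreener (665/615 nm ratio) after 30 min at 37 deg C with 10 uM ATP. Compounds screened at one 76 uM concentration against 40 or 20 nM TRiC in Tris pH 7.4/KCl/MgCl2/DTT buffer.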
MmCpn inh – blocks the Methanococcus maripaludis chaperonin Mm-Cpn; purified Mm-Cpn ATPase, ADP Transcreener TR-FRET; Potency, µM (highest dose often 76.9 µM), without a hit: at the highest dose activity, negative = inhibition, most hits filed as inhibitors; 330,000 compounds, 0.031% hits; note: potency is the fitted concentration of half-maximal effect; % is set by controls: 0 for no effect and ±100 for the full control effect; nearly all actives have a fitted effect of over 80% in size
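ATPase turnover read by TR-FRET ADP competition (Eu cryptate antibody/ADP-d2, 665/590 nm): 10uM ATP final, 25nM Mm-CPN final, 30 min 37degC after 10-min compound preincubation, pH 7.4 Tris/KCl/MgCl2/DTT buffer.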
Nrf2 ARE act – activates Nrf2 signaling; AREc32 ARE-luciferase reporter (MCF7-derived line), luminescence, 24 h; Potency, µM (doses to about 46.1 µM), inactives show top-dose activation, usual class: activators; AID 624171; 410,000 compounds, 0.31% hits; note: potency is the fitted concentration of half-maximal effect; % of control where 0% means no effect; nearly all actives have a fitted effect of over 65% in size
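ARE-driven firefly luciferase activity in AREc32 cells measured after a 24 hr compound exposure at 37 deg C, using Steady-Glo reagent and a 30 min room-temperature hold.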
HepG2 viability – counter-screen for TGF-b inhibitors: cytotoxicity in HepG2 cells; AID 588856; Potency, µM (highest dose often 46.1 µM), inactives show at the top dose activity change, negative = cytotoxicity, actives largely listed as cytotoxic; HepG2 CAGA-GFP viability, ATP luminescence, 18 h; 410,000 compounds, 0.76% hits; note: potency is the fitted concentration of half-maximal effect; some results filed as inactive show a strong effect at the top dose
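HepG2 CAGA-GFP cells (1000/well, DMEM with 1% FBS) received compound, then TGF-beta at 500 pg/mL final, and were incubated 18 hours at 37 degrees C. Viability was read by CellTiter-Glo luminescence. Media-only wells were set as complete cell-killing and DMSO as no toxicity.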
Abeta yeast res – compounds reversing amyloid beta toxicity in yeast; Potency, µM (top dose mostly 46.1 µM), inactives show top-dose growth rescue, actives largely listed as activators; 410,000 compounds, 0.063% hits; yeast expressing A-beta42, growth rescue, OD600, 48 h; response scale: 0% DMSO, 100% iron-clioquinol control; note: potency is the fitted concentration of half-maximal effect; nearly all actives have a fitted effect of over 55% in size
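Yeast growth medium received pinned compounds, then yeast cells expressing toxic A-beta were added; plates incubated at 30 C for 48 hr. Growth read as absorbance at 600 nm, normalized to DMSO and equimolar FeCl3 plus clioquinol controls.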
TGFb SMAD3 inh – inhibitors of TGF-b signaling; HepG2 CAGA-GFP TGF-b/SMAD3 reporter, GFP fluorescence, 18 h; TGF-beta stimulated, 500 pg/mL final; AID 588855; Potency, µM (series often up to 46.1 µM), for inactives: at the top dose activity, negative = inhibition, usual class: inhibitors; 410,000 compounds, 1.2% hits; note: potency is the fitted concentration of half-maximal effect; % is set by controls: 0 for no effect and ±100 for the full control effect; nearly all actives have a fitted effect of over 65% in size
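Read-out: total well GFP (ex488/em500-530) summed from mean per-cell fluorescence. Cells: HEPG2 CAGA-GFP, 1% FBS DMEM, 18 h at 37 degrees C with 500 pg/mL final TGF-beta. Unstimulated wells served as the full-inhibition control; stimulated DMSO wells = 0%.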
Nrf2 block – blocks Nrf2 signaling; A549 ARE-Fluc reporter, luciferase luminescence, 18-24 h; Potency, µM (doses to about 46 µM), for the others: at the highest dose activity change, negative = inhibition, hits mostly inhibitors; 360,000 compounds, 2.1% hits; note: potency is the fitted concentration of half-maximal effect; % is set by controls: 0 for no effect and ±100 for the full control effect; nearly all actives have a fitted effect of over 60% in size
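In this cell-based qHTS, ARE-driven firefly luciferase in A549 cells reports Nrf2 activity; the luminescent signal after BugLite lysis is the measured value, with a prior CellTiter-Fluor read for cell health.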
pAkt inh – inhibitors of Akt phosphorylation; 360,000 compounds, 0.32% hits; Neuro2A IGF-stimulated pAkt S473 HTRF, 20 min; stronger effect = lower value; activity change, % for hits at 50 µM; AID 651550; in the data active = activity change below about -80%; inconclusive = mostly about -51% to -80%; note: % is set by controls: 0 for no effect and ±100 for the full control effect
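Neuro2A cells (4,500/well, DMEM with 0.5% FBS) were treated with compound at a single 50 µM final concentration, stimulated with 6 nM IGF for 20 min at 37 °C, and lysed. Phospho-Akt Ser473 was read by HTRF as 665/615 ratio ×10^4.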
Starred values were filed as active, the others as inactive; i = inactive; ? = inconclusive; · = not tested or not shown; [ ] = dose if it differs, or a comment. Unless noted, calls come from the whole dose curve; as a rule, active = well fitted curve in the direction sought with a large enough effect; inconclusive = small, poorly fitted or top-dose-only effect, or another doubt; inactive = no such curve, though single readings can be large; an effect the other way counts as inactive or inconclusive.

compound	A549 tox	CCT modulator	MmCpn inh	Nrf2 ARE act	HepG2 viability	Abeta yeast res	TGFb SMAD3 inh	Nrf2 block	pAkt inh
O=C(/C=C/c1ccc2c(c1)OCO2)c1c(O)n(CCc2ccccc2)c(=O)[nH]c1=O	?	-1.6	0%	?	-7%	-16%	4%	?	i
COP(=S)(OC)SCN1C(=O)c2ccccc2C1=O	2%	-0.3	-1%	3.3%	-16%	4%	11%	6%	i
CC1(C)Cc2c(sc3c2C(=O)NC(c2cccnc2)N3)CO1 (configuration not stated)	3%	-1.1	2%	-0.2%	0%	0%	16%	3%	i
COc1ccc(-n2nnnc2C(c2ccccc2OC(F)(F)F)N2CCC(n3c(=O)[nH]c4ccccc43)CC2)cc1 (configuration not stated)	·	1.2	·	-2.2%	-6%	-3%	11µM*	·	i
COP(=O)(OC)C(NC(=O)C(C)(C)C)=C(Cl)Cl	-5%	1.2	3%	2.7%	13%	3%	-17%	0%	i
Cc1ccc(Cn2c(SCc3ccc(C(=O)NC4CCCC4)cc3)nc3ccncc32)cc1	-13%	·	·	-3.6%	-11%	-7%	?	?	·
CN1CCN(c2ccc(NC(=O)C(C)(C)C)cc2)CC1	2%	-0.1	1%	2.5%	-11%	8%	-15%	3%	i
CCn1c(O)c(C=Nc2cc(Cl)ccc2Cl)c(=O)n(CC)c1=O	0%	-2.4	-3%	3.2%	8%	-17%	6%	6%	i
Nc1ccc2nonc2c1[N+](=O)[O-]	-19%	1.2	-1%	-0.4%	-3%	-3%	44%[activator]	9%	i
Cc1ccccc1N1C(=O)NC(=O)/C(=C\c2ccc3c(c2)CCCN3Cc2ccccc2)C1=O	-1%	-1.5	-7%	9.1%	-37%	6%	?	8%	i
Cc1ccc(S(=O)(=O)N(CC(=O)NCCSc2ccc(Cl)cc2)c2ccccc2C)cc1	-7%	·	·	-0.1%	-11%	3%	?	?	·
C[C@H]1CC[C@H]2NCCN[C@H]2C1	0%	-2.5	4%	-1.2%	4%	-15%	0%	3%	i

Reprinted from the results shown, four compounds:
compound	A549 tox	CCT modulator	MmCpn inh	Nrf2 ARE act	HepG2 viability	Abeta yeast res	TGFb SMAD3 inh	Nrf2 block	pAkt inh
Cc1ccc(Cn2c(SCc3ccc(C(=O)NC4CCCC4)cc3)nc3ccncc32)cc1	-13%	·	·	-3.6%	-11%	-7%	?	?	·
CN1CCN(c2ccc(NC(=O)C(C)(C)C)cc2)CC1	2%	-0.1	1%	2.5%	-11%	8%	-15%	3%	i
CCn1c(O)c(C=Nc2cc(Cl)ccc2Cl)c(=O)n(CC)c1=O	0%	-2.4	-3%	3.2%	8%	-17%	6%	6%	i
Nc1ccc2nonc2c1[N+](=O)[O-]	-19%	1.2	-1%	-0.4%	-3%	-3%	44%[activator]	9%	i

More records follow:
compound	A549 tox	CCT modulator	MmCpn inh	Nrf2 ARE act	HepG2 viability	Abeta yeast res	TGFb SMAD3 inh	Nrf2 block	pAkt inh
Cc1ccc(S(=O)(=O)N(C)c2ccc(C(=O)NCC3(N(C)C)CCCCC3)cc2)cc1	6%	-0.7	2%	-0.1%	0%	-3%	-17%	21%	i
CCCCP(=O)(O)CCC(=O)O	-16%	1.7	-4%	-0.4%	0%	-24%	-2%	9%	i
O=c1cccc2n1CC1CC2CN(Cc2c(F)cccc2Cl)C1 (configuration not stated)	-1%	3.9	1%	0.4%	-7%	-3%	1%	-6%	i
CC(=O)Nc1ccc(C(c2c(O)c3ccccc3oc2=O)c2c(C)n(C)n(-c3ccccc3)c2=O)cc1 (configuration not stated)	1%	0.2	2%	0.2%	-4%	10%	-4%	?	i
Cc1ccc(CN2CCN(CC(=O)N3CCC4(CC3)OCCO4)C2=O)cc1	1%	-2.0	0%	0.1%	6%	9%	24%	-5%	i
COc1ccc(CNCCc2ccc(Cl)cc2Cl)cc1	-11%	-2.6	1%	-0.1%	3%	4%	-4%	-7%	i
CCOC(=O)c1c(C)[nH]c(C(=O)C(C)N2CCCC2)c1C (configuration not stated)	-1%	0.0	0%	-0.4%	-1%	1%	0%	4%	i
O=P(OC1=CCCCC1)(c1ccccc1)c1ccccc1	·	1.4	·	-0.7%	-46%	-1%	?	·	i
Cc1ccccc1C(=O)N1Cc2cnnn2-c2ccccc2C1C#N (configuration not stated)	-2%	0.4	·	0.0%	-1%	5%	?	16%	i
CC1=Nc2ccccc2/C1=C/c1c(O)[nH]c(=O)[nH]c1=O	-11%	-1.8	-2%	4.3%	-11%	27%	-6%	-26%	i
O=C(Nc1cccc(Cl)c1)c1c(O)c2c(n(Cc3ccco3)c1=O)CCCC2	-7%	-1.2	-1%	0.5%	16%	4%	-9%	?	i
CCOC(=O)c1cc(CC)sc1/N=C/C1C(=O)NC(=S)NC1=O	1%	0.8	-1%	-0.3%	1%	2%	7%	-15%	i

Other entries follow.
SMILES	A549 tox	CCT modulator	MmCpn inh	Nrf2 ARE act	HepG2 viability	Abeta yeast res	TGFb SMAD3 inh	Nrf2 block	pAkt inh
O=C1NC(=O)C(=Cc2ccc(-c3cc(Cl)ccc3[N+](=O)[O-])o2)C(=O)N1	8%	-3.1	0%	-0.7%	3%	-96%[inhibitor]	-5%	15%	i
CC(C)CCn1c(=O)c(C(=O)NCc2ccc3c(c2)OCO3)c(O)c2ccccc21	-6%	0.2	0%	-0.8%	-27%	-32%	3%	?	i
CC12CC(c3ccccc3O1)C(C(=O)OCc1ccccc1)C(=O)N2 (configuration not stated)	-2%	-1.0	-3%	-0.6%	-11%	15%	-18%	5%	i
CN1CCN(Cc2nc3ccccc3c(=O)[nH]2)CC1	25%	-0.9	2%	-0.3%	-11%	8%	20%	1%	i
CCC(=NCCCN(CC)CC)c1c(O)n(C2CCCCC2)c(=O)[nH]c1=O	-1%	1.2	0%	0.3%	-17%	5%	-8%	9%	i
CCCCCCN=C(C)c1c(O)n(CCCC)c(=O)[nH]c1=O	8%	-4.2	1%	0.1%	-2%	-10%	12%	?	i
COC(=O)C1=C(c2cccc(OCc3ccccc3)c2)C[C@@H]2CC[C@H]1N2C(=O)NCc1ccc(C(C)(C)C)cc1	-7%	-2.2	-2%	0.0%	0%	1%	-10%	?	i
Cc1ccc(N2C(=O)NC(=O)/C(=C/c3ccc(OC(=O)c4cccs4)cc3)C2=O)cc1	·	-2.4	-2%	2.2%	-6%	1%	-2%	5%	i
COC(=O)C1=C(N)Oc2c(c(=O)oc3ccccc23)C1c1cccnc1 (configuration not stated)	-18%	2.7	-1%	-0.1%	12%	-2%	-3%	12%	i
O=C1CC(c2ccc(C(F)(F)F)cc2)c2c(c3ccccc3oc2=O)O1 (configuration not stated)	-1%	·	·	0.2%	-16%	2%	2%	·	·
O=C(COc1ccccc1)N1CCN(C2CCCC2)CC1	0%	-0.4	-2%	0.4%	-5%	7%	-3%	6%	i
O=C(c1ccccc1)c1cn(CC(=O)N2CCCC2)c2ccccc12	1%	-0.4	-2%	0.4%	1%	3%	-3%	-1%	i
Cc1cccc(-n2c(/C=C/c3c[nH]c4ccccc34)nc3ccccc3c2=O)c1	-4%	·	·	0.8%	-8%	-6%	-20%	-16%	·
Cc1cccc(C)c1NC(=O)c1cccn(Cc2ccc3c(c2)OC(F)(F)O3)c1=O	2%	-2.2	-1%	0.1%	11µM*	1%	-23%	?	i
COc1cccc(Nc2nc(C(N)Cc3ccc(F)cc3)cs2)n1 (configuration not stated)	·	0.1	·	-2.9%	-73%	-2%	?	·	i
CCC(=Nc1ccc(OC)cc1OC)c1c(O)[nH]c(=O)[nH]c1=O	-12%	-1.6	-27%	-0.2%	-3%	12%	22%	21%	i
CNCC[C@@H](Oc1ccc(C(F)(F)F)cc1)c1ccccc1	2%	-0.5	-5%	0.2%	0%	14%	-12%	9%	i
Cc1nc2ccccc2c(=O)n1-c1cccc(C(F)(F)F)c1	-6%	-0.6	0%	0.3%	-2%	-5%	-1%	-10%	i
Cc1cc(C)n(CCOC(=O)C2C(C=C(Cl)Cl)C2(C)C)n1 (configuration not stated)	-2%	-2.2	-1%	-0.1%	-20%	24%	?	-22%	i

An excerpt; count on the stated rates, not on these rows.
